PGC1a acetyl inh: modulators of PGC1a acetylation | AID 651687 | U2OS PGC1a acetylation, AlphaScreen anti-acetyl-lysine; with virally co-expressed GCN5 acetyltransferase | inhibition, % at 15.6 µM | 0.17% of 350,000 active;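 active = every replicate shows inhibition of at least 40%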;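 also: 0% = neutral control wells and 100% = positive control wells; some results beyond the cut were filed as inactive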
RAD54 branch: RAD54 (human) branch migration inhibition; RAD54 Holliday junction branch migration, FAM/BHQ fluorescence; Q92698; AID 602329; inhibition, % at 10.4 µM; 0.14% of 360,000 active;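 active = mean normalized replicate activity at least 40 and at least half of replicates scoring 40 or more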;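 also: 0% = median of neutral control wells and 100% = median of positive control wells; inhibitors cause a drop in the FAM fluorescence signal; in these data hits start at about 50%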
PglD inh: blocks C. jejuni PglD acetyltransferase activity | 0.098% of 360,000 active | inhibition, % at 12.5 µM | purified PglD enzyme, DTNB colorimetric CoA detection; in the data active = inhibition above about 16%, passing the limit was not always enough; also: strong numbers were not always called active
E-selectin induc: E-selectin induction on HUVECs. HUVEC E-selectin immunofluorescence imaging; normalized: neutral wells 0, TNF-alpha wells 100. 0.37% of 260,000 active. P16581. activation, % at 7.58 µM. AID 686992;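 active = mean E-selectin-positive cell signal at least 10% of the positive control, reached in at least 60% of replicates, without over 20% cell loss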;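 also: in these data hits start at about 27%; measured in HUVEC primary endothelial cells; signal is the percent of cells scored E-selectin positive by PE staining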
Target sequence (P16581 whole entry, looked up): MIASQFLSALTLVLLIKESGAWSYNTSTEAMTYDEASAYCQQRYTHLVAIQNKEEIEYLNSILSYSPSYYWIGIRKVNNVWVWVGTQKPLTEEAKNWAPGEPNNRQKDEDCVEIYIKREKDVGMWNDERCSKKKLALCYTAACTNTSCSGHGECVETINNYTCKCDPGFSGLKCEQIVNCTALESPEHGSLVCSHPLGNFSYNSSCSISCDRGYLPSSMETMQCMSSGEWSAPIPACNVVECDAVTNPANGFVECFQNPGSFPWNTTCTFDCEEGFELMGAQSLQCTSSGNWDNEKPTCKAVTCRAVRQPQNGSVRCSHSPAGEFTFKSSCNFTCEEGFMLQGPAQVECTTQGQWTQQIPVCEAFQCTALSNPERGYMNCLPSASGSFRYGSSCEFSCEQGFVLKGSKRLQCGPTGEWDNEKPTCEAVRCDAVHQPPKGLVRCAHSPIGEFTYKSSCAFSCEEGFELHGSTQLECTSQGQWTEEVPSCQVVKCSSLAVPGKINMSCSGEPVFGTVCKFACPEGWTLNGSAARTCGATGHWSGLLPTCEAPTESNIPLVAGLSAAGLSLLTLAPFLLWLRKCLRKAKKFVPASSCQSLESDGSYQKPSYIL
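Assay system: HUVEC, human umbilical vein endothelial cells / Amount: 3,000 HUVEC/well / Controls: TNF-alpha positive control, DMSO neutral control / Compound dosing: single concentration / Medium: EGM-2 over gelatin coat / Evaluation: percent E-selectin-positive cells / Signal: immunofluorescence imaging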
miR122 inh: miR-122 inhibition in Huh7 cells | Huh7 miR-122 Renilla luciferase sensor, 48 h; neutral wells = 0, positive control = 100 | activation (reporter increase), % at 12.5 µM | 0.3% of 340,000 active | AID 602342;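 active = mean replicate activation score at least 90 and every replicate individually at or above 90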;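 also: higher luciferase means less miR-122 activity so hits act as miR-122 inhibitors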
Cneo AK release: Cryptococcus neoformans lysis via adenylate kinase release; C. neoformans lysis, adenylate kinase release luminescence, 4 h; normalised: neutral wells 0, clomiphene wells 100; lysis activity, % at 15 µM; 0.2% of 360,000 active;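 active = mean lysis activity across replicates of at least 80%, whatever share of replicates individually reach that level; inactive = mean lysis activity below 80%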
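Material – log-phase Cryptococcus neoformans yeast cells · Input – 5 × 10^6 yeast cells/mL · Medium – fresh YPD growth medium · Doses – single compound concentration per well · Timing – static 4 h at 37 °C with compound, 1 h detection · Detection – adenylate kinase release luminescence · Read-out – signal increase indicating cell lysis · Control set – Clomiphene as positive lysis control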
RAD52 anneal inh: inhibitors of human RAD52 DNA annealing; recombinant RAD52 DNA annealing, FRET fluorescence; inhibition, % at 18.7 µM; 0.46% of 360,000 active;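 active = every replicate showing at least 50% inhibition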
Target sequence (P43351 whole entry, looked up): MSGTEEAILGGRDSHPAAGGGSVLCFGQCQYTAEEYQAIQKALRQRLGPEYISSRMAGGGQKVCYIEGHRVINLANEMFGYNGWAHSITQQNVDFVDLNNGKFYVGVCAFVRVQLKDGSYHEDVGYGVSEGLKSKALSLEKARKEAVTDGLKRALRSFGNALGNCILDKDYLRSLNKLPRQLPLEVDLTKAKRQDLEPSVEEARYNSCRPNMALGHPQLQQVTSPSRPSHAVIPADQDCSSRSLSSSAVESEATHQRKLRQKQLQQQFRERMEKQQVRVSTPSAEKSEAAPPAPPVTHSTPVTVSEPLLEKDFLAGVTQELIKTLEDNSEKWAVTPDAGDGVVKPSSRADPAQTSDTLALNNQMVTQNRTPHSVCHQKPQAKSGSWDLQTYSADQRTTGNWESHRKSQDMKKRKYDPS
ERAP1 HTS inh: ERAP1 (human) enzyme inhibition | inhibition, % at 10.7 µM | recombinant ERAP1, Leu-AMC fluorescence, 60 min | Q9NZ08 | 0.15% of 340,000 active;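 active = mean replicate inhibition of at least 30%, or all replicates individually reaching that 30% level; inactive = mean below 30% and not every replicate reaching it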;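 also: 0% = neutral control wells and 100% = L-leucinethiol positive control wells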
* marks the source's active call; other numbers are inactive results; x = no result given; [ ] = dose if it differs, or a comment.

SMILES	PGC1a acetyl inh	RAD54 branch	PglD inh	E-selectin induc	miR122 inh	Cneo AK release	RAD52 anneal inh	ERAP1 HTS inh
C[C@H](CO)N1C[C@H](C)[C@H](CN(C)C(=O)Nc2ccc(F)cc2)OCCCC[C@H](C)Oc2ccc(NC(=O)Nc3ccccc3)cc2C1=O	15	10	3	-0.2	6[16.7 µM]	2	16	3
COc1ccc(CCn2c(NCc3ccco3)nc3c2c(=O)[nH]c(=O)n3C)cc1	4	5	6	x	-1	0	x	x
CC(C)C[C@@H](CO)N1CCN(CC(C)C)CCC1=O	-8	0	2	0.1	-6	-1	x	x
COc1ccc(CCNC(=O)[C@@H](NC(=O)N2CCn3c2nc2ccccc23)C(C)C)cc1OC	-3	13	0	x	-1	0	-3	3
C[C@@H]1CN([C@@H](C)CO)C(=O)Cc2cc(NS(C)(=O)=O)ccc2O[C@H]1CN(C)CC1CCCCC1	x	0	0	0.1	-4[16.7 µM]	-3	-1	3
CCCCN1C(=O)C(=O)NC[C@@H]1CCCCN	x	4	3	-0.1	x	-3	-7	-12
COc1ccc(NC(=O)N(C)C[C@@H]2Oc3c(NC(=O)C4CC4)cccc3C(=O)N([C@@H](C)CO)C[C@H]2C)cc1	-2	7	-1	0.1	-1[16.7 µM]	4	2	0
CCSc1nc(O)cc(=O)n1-c1ccc(OC)cc1	-5	-3	-3	x	4	-3	x	x
CC(=O)c1ccc(NC(=O)c2cc(=O)[nH]c3ccccc23)cc1	-2	7	3	x	-2	-1	-24	-1
O=C(N[C@@H]1CC[C@H](CC(=O)N2CCOCC2)O[C@@H]1CO)c1ccc2c(c1)OCO2	-37	-2	-2	-0.5	x	0	-8	2
CCC(Sc1nc2c(c(=O)[nH]1)CCC2)C(=O)Nc1cccc(OC)c1 (configuration not stated)	4	1	-1	x	-7	0	x	x
CC(=O)c1cccc(NC(=O)Cn2cnc(S(=O)(=O)N3CCCCC3)c2)c1	9	2	-1	0.5	-8	4	-3	0
Cc1ccc(C=C2C(=O)c3ccccc3C2=O)o1	14	-3	2	x	-5	-2	x	x
COc1ccc(NC(=O)Nc2cccc3ccccc23)cc1S(N)(=O)=O	x	2	2	x	8	-3	-3	0
COc1ccc(NC(=O)CN2C(=O)C(C)Oc3ccccc32)c(OC)c1 (configuration not stated)	-6	5	2	x	-3	3	x	x
CCCC(=O)N1CCC1(C)C(=O)NCc1ccc(C(C)C)cc1 (configuration not stated)	x	-14	-2	x	-3	-1	x	x
CCOC(=O)N1CCN(CCC(=O)Nc2ccc(C)c(Br)c2)CC1	-26	-3	1	x	-5	-2	x	x
O=C(C1CCC1)N1C[C@@H]2[C@H](c3ccccc31)[C@H](CO)N2C(=O)Cc1ccccn1	-2	-17	-2	0.0	-30[16.7 µM]	-4	-42	x
O=C(NCc1ccccn1)c1ccc2c(=O)n3nc(Nc4ccccc4)sc3nc2c1	x	-4	0	x	x	3	-3	4
Nc1c(N(Cc2ccco2)C(=O)c2ccc(Br)cc2)c(=O)[nH]c(=O)n1Cc1ccccc1	2	1	1	0.7	11	-1	-39	-5
O=C(Oc1ccccc1)c1cc2ccccc2o1	-6	5	-2	x	2	-2	x	x
CN(C)C(=O)CCc1ccc2c3c([nH]c2c1)[C@]1(C)[C@@H](C(=O)N2CCOCC2)C[C@H](CC(=O)NCc2cccc(C(F)(F)F)c2)C(=O)N1CC3	x	-27	6	0.0	x	1	-18	7
O=C(Nc1ccc(Cl)cc1)C1CCCN(S(=O)(=O)c2cnc[nH]2)C1 (configuration not stated)	8	4	3	x	3	-4	-17	x
Cc1cc(C(C)(C)C)cc(C)c1C[n+]1ccc2ccccc2c1	-15	6	0	0.3	-19	0	-13	-1
S=C(Nc1ccccc1)N1CCOCCOCCN(C(=S)Nc2ccccc2)CCOCCOCC1	-12	-4	3	x	13	-3	-2	x
O=C(NC1CC(=O)N(c2ccccc2)C1)N1CCN(C(=O)c2ccco2)CC1 (configuration not stated)	-4	5	-2	0.0	2	-3	-5	-4
C[C@@H]1CN([C@@H](C)CO)C(=O)c2cccc(NS(C)(=O)=O)c2O[C@H]1CN(C)CC1CC1	-2	6	-6	-2.4	-5[16.7 µM]	3	10	-1
O=C(CCN1CCCO1)NC1CCCc2c1cnn2-c1ccccc1F (configuration not stated)	9	x	x	0.7	3	x	5	0
CCCN1CN(Cc2ccccc2)CNC1=S	10	-2	4	x	-5	2	x	x
CCN1[C@@H]2c3ccc(C4=CCCC4)c(=O)n3C[C@@H]2[C@@H](CO)[C@@H]1C(=O)NCc1cccc(OC)c1	x	1	-4	1.8	x	0	-25	3
COC(=O)C1CCN(C(=O)Cc2ccc(Br)cc2)CC1	4	8	11	x	-7	4	x	x
CCc1nc2ccc(C(=O)Nc3ccc(C(N)=O)cc3)cn2c1N(C)CCC(C)C	x	9	-1	-0.2	-14	0	-5	-1
O=C(CCC(=O)c1ccc(F)cc1)OC1CCOC1=O (configuration not stated)	-3	-9	7	x	-3	-1	x	x
Cc1cccc(NC(=O)NCCc2ccc(Cl)cc2)c1	3	-2	0	x	9	-1	-17	-3
C/C=C/c1ccc2c(c1)O[C@@H](CN(C)Cc1ccc(C(=O)O)cc1)[C@H](C)CN([C@@H](C)CO)S2(=O)=O	13	x	x	-0.3	-11[16.7 µM]	x	7	x
COc1cccc(N/C(SCc2cccc([N+](=O)[O-])c2)=C(/C#N)C(=O)NCc2cccs2)c1	6	-4	-1	x	-4	-4	-19	0
O=[N+]([O-])c1cccc(/C=N/Nc2nccnc2Cl)c1	5	4	x	x	-5	-7	x	x
Cc1cc(C)n(C(=O)c2ccc(NC(=O)C3COc4ccccc4O3)cc2)n1 (configuration not stated)	7	-11	6	x	1	2	x	x
COCCNC(=O)C[C@@H]1CC[C@@H]2[C@H](COc3ccc(NC(=O)C4CCCC4)cc3C(=O)N2C)O1	2	-7	5	0.0	-4[16.7 µM]	45	5	0
COC(=O)C1=CN(Cc2ccc(OC)c(OC)c2)C=C(C(=O)OC)C1c1cccc(OC)c1OC	-5	4	7	-1.6	-3	1	-14	-60
CCNC(=S)N/N=C(\C)c1cccc(OC)c1	6	7	-2	-0.1	-1	2	-4	x
C[C@@H]1CN([C@H](C)CO)C(=O)c2cc(NC(=O)CCN3CCOCC3)ccc2O[C@H]1CN(C)S(=O)(=O)c1cccs1	8	0	-1	-8.0	-14[16.7 µM]	3	5	1
CCn1c(CSc2ncccn2)nnc1SCC(=O)N1c2ccccc2CC1C (configuration not stated)	17	x	x	x	-5	x	-3	3
COc1ccc(-c2cc(C(=O)Nc3c(Cl)cc(Cl)cc3Cl)c3ccccc3n2)cc1OC	-1	-10	3	4.3	2	-3	-11	0
COCCCN1C(=O)C(=O)/C(=C(/O)c2ccc(C)cc2)C1c1ccccc1 (configuration not stated)	-2	-8	13	x	-7	3	x	x
COc1ccc(/C=N/NC(=O)c2nn(C)cc2Br)cc1CSCc1ccco1	-3	-4	-3	-0.5	-4	1	-26	-5
CCCCc1nc2sc3c(c2c(=O)[nH]1)CCC3	0	-6	3	x	2	1	x	x
CCn1cnc2cc(NCc3ccc(C)cc3)ccc21	1	-4	3	x	5	4	x	x
C[C@@H]1CCCCO[C@H](CN(C)C)[C@H](C)CN([C@H](C)CO)C(=O)c2cc(NS(=O)(=O)c3ccc(F)cc3)ccc2O1	-2	8	4	0.0	-6[16.7 µM]	4	-11	-2
C=CCc1ccc(OCC(O)CN2CCCCC2)c(OC)c1 (configuration not stated)	10	-7	-4	x	11	1	x	x
CCOC(=O)C1CN(S(=O)(=O)c2ccc(F)cc2)C1	-3	-6	-3	x	2	2	x	x
Cc1cccnc1C(NC(=O)C1CCN(Cc2ccc(Cl)c(Cl)c2)CC1)c1ccc(Cl)cc1 (configuration not stated)	6	1	-6	-0.4	-11	1	-4	-3
CCC(=O)NC(c1ccco1)c1cc(Cl)c2cccnc2c1O (configuration not stated)	-8	x	x	x	-3	x	-15	5
C=CCn1c(SCC(=O)c2ccc(O)c(O)c2)nnc1-c1cccc(Cl)c1	-7	0	0	-0.1	-10	1	-12	-2
COc1ccc(OC)c(N2C(=NC(=O)C3CCCCC3)SC3CS(=O)(=O)CC32)c1 (configuration not stated)	-3	-8	2	x	-1	3	-13	0
CN(Cc1cnn(-c2ccccc2)c1)C(=O)C1CCC(=O)N(C2CC2)C1 (configuration not stated)	x	9	1	x	x	0	-3	1
C[C@H]1CN([C@@H](C)CO)C(=O)c2cccc(NS(=O)(=O)c3ccc(F)cc3)c2O[C@@H]1CN(C)S(=O)(=O)c1cn(C)cn1	-3	1	-2	-0.2	1[16.7 µM]	-4	-6	0
O=C(CCCSc1nnc(-c2cccs2)n1CC1CCCO1)c1ccccc1 (configuration not stated)	-17	-8	-1	4.4	-2	-1	x	x
COc1ccccc1NC(=O)C1=C(C)NC(=O)NC1c1cccs1 (configuration not stated)	-9	x	x	x	6	x	-17	9
COCCCn1cc(C(=O)c2ccccc2OCC(=O)Nc2cccc(F)c2)cc(C#N)c1=O	-7	-3	5	x	-1	6	-57	3

Reprinted at random: four compounds from above.
SMILES	PGC1a acetyl inh	RAD54 branch	PglD inh	E-selectin induc	miR122 inh	Cneo AK release	RAD52 anneal inh	ERAP1 HTS inh
COc1ccc(OC)c(N2C(=NC(=O)C3CCCCC3)SC3CS(=O)(=O)CC32)c1 (configuration not stated)	-3	-8	2	x	-1	3	-13	0
C=CCn1c(SCC(=O)c2ccc(O)c(O)c2)nnc1-c1cccc(Cl)c1	-7	0	0	-0.1	-10	1	-12	-2
COc1ccc(/C=N/NC(=O)c2nn(C)cc2Br)cc1CSCc1ccco1	-3	-4	-3	-0.5	-4	1	-26	-5
COCCCn1cc(C(=O)c2ccccc2OCC(=O)Nc2cccc(F)c2)cc(C#N)c1=O	-7	-3	5	x	-1	6	-57	3

Remaining list, next part.
SMILES	PGC1a acetyl inh	RAD54 branch	PglD inh	E-selectin induc	miR122 inh	Cneo AK release	RAD52 anneal inh	ERAP1 HTS inh
CC(=O)c1cc(-c2ccccc2)n(CC(=O)Nc2cccc(C)c2)c1C	-11	3	1	x	3	0	x	x
C[C@H](NC(=O)N1CCn2c1nc1ccccc12)C(=O)NCC1CCCO1 (some centres not stated)	-16	3	-3	x	-4	8	-6	0
C[C@H](CO)N1C[C@H](C)[C@H](CN(C)S(=O)(=O)c2ccc(Cl)cc2)Oc2c(NC(=O)C3CCOCC3)cccc2C1=O	-4	-7	-2	1.0	7[16.7 µM]	45	0	-4
O=C1CN(C(=O)CSc2nncs2)c2ccccc2N1	1	-1	-1	0.3	-6	-2	1	2
Cn1cnc(CCNC(=O)C[C@@H]2CC[C@H]3[C@@H](COC[C@H](O)CN3C(=O)Nc3ccc(C(F)(F)F)cc3)O2)c1	-1	14	3	0.1	0[16.7 µM]	3	x	x
O=[N+]([O-])c1cccc(C(=Nc2ccc(Cl)cc2)NO)c1	x	2	1	x	11	4	x	x
Cc1ccccc1S(=O)Cc1ccc(C(=O)NC2CC2)o1 (configuration not stated)	1	9	-1	x	-5	0	-5	1
CCS(=O)(=O)N1CCCCN2[C@H](CO)[C@@H](c3ccc(-c4ccc(C(=O)N(C)C)cc4)cc3)[C@H]2C1	7	-5	0	-0.1	3[16.7 µM]	0	-10	0
CCn1c(C(=O)N2CCCC(C(=O)O)C2)cc2sccc21 (configuration not stated)	4	-4	3	x	12	2	x	x
C[C@@H]1CN([C@H](C)CO)C(=O)c2cc(NS(C)(=O)=O)ccc2O[C@@H]1CN(C)Cc1ccc(C(=O)Nc2ccccc2N)cc1	-5	-3	2	x	3[16.7 µM]	7	-5	-4
